Compound activity from PubChem.
PAX8 reporter = inhibitors of PAX8 transcriptional activity in RMG-I cells | RMG-I TPO-luciferase reporter, SteadyGlo, 24 h | inhibition, % at 12.6 µM | 360,000 compounds, 1.2% hits | AID 652154;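 active means mean replicate inhibition at least 60% with every replicate also reaching 60%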;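 further: luciferase light reporting Pax8 driven TPO promoter activity; plate controls were median of neutral control wells for no effect and mitoxantrone controls for full effect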
PglD inh = blocks C. jejuni PglD acetyltransferase activity | purified PglD enzyme, DTNB colorimetric CoA detection | 360,000 compounds, 0.098% hits | AID 602405 | inhibition, % at 12.5 µM; in the data active means inhibition above about 16%, passing the limit was not always enough; further: strong numbers were not always called active
Cneo AK release = Cryptococcus neoformans lysis via adenylate kinase release; 360,000 compounds, 0.2% hits; C. neoformans lysis, adenylate kinase release luminescence, 4 h; normalised: neutral wells 0, clomiphene wells 100; lysis activity, % at 15 µM;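 active means mean lysis activity across replicates of at least 80%, whatever share of replicates individually reach that level; inactive means mean lysis activity below 80%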
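Assay system: log-phase C. neoformans yeast / Quantity: yeast cell density of 5 × 10^6 cells/mL / Medium: fresh YPD growth medium / Compound: single dose / Timing: static 4 h at 37 °C with compound, 1 h detection / Measured by: adenylate kinase release luminescence / Read-out: lysis from increased AK signal / Benchmarks: Clomiphene as positive lysis control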
PGC1a acetyl inh = PGC1a acetylation modulation, inhibitor mode. U2OS PGC1a acetylation, AlphaScreen anti-acetyl-lysine; with virally co-expressed GCN5 acetyltransferase. inhibition, % at 15.6 µM. 350,000 compounds, 0.17% hits. AID 651687;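 active means every replicate shows inhibition of at least 40%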;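 further: 0% = neutral control wells and 100% = positive control wells; some results beyond the cut were filed as inactive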
INS-1E GSIS act = GLuc luminescence reporter in INS-1E cells, primary screen for activators of glucose-dependent secretion of insulin; activation, % at 16.6 µM; AID 743287; INS-1E GLuc reporter insulin secretion, 2-3 h; 370,000 compounds, 0.61% hits;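 active means lowest replicate activation of at least 40%, so every replicate reaches that level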;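 further: 0% = median of neutral control wells and 100% = median of IBMX positive control wells; some compounds called inactive have numbers as strong as hits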
Statin myotox sup = suppression of simvastatin myotoxicity | C2C12 myotubes + simvastatin, ATP luminescence, 48 h; scaled: DMSO 0, geranylgeraniol control 100 | rescue of ATP level, % at 7.49 µM | 330,000 compounds, 0.78% hits | AID 602340;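 active means mean ATP rescue above about 67%, or every replicate alone reaching that limit, limit read from the data, passing the limit was not always enough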;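 further: myotubes were challenged with 10 µM simvastatin during compound exposure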
LGR2 inh = blocks bursicon-induced cAMP signaling via Drosophila LGR2. inhibition, % at 9.99 µM. 380,000 compounds, 0.35% hits. AID 720647. HEK293 LGR2, CRE-luciferase, bursicon-stimulated, 4 h;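 active means drop in luminescence signal, shown as inhibition above about 50% in the replicate tests, limit read from the data, passing the limit was not always enough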;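 further: agonist challenge used bursicon conditioned medium at about half maximal strength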
ARNT TACC3 PPI = ARNT/TACC3 interaction disruption. AlphaScreen His-ARNT PAS-B/GST-TACC3 binding, luminescence; TACC3 fragment carries E629A point mutation. inhibition, % at 9.99 µM. 390,000 compounds, 0.66% hits;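 active means mean inhibition of replicates at least 50% and at least half of replicates each reaching 50%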;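 further: 0% = complete ARNT plus TACC3 wells and 100% = ARNT alone without TACC3; many hits fall short of the cut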
Starred values were filed as active, the others as inactive; x = not tested or not shown.

Order of values – PAX8 reporter | PglD inh | Cneo AK release | PGC1a acetyl inh | INS-1E GSIS act | Statin myotox sup | LGR2 inh | ARNT TACC3 PPI
1) Clc1ccc2c(c1)CNc1c(ncnc1N1CCOCC1)O2
 : x | -3 | 22 | -12 | x | -15 | x | -4
2) CNC[C@H]1Oc2cc(C#Cc3ccncc3)ccc2S(=O)(=O)N([C@@H](C)CO)C[C@H]1C
 : 20 | 3 | 7 | -16 | -15 | -4 | -16 | 4
3) O=C(Nc1cc2c3c(c1)CC(=O)N3CCC2)c1ccc(Br)cc1
 : -32 | -2 | -5 | x | 0 | x | -6 | 4
4) CO[C@@H](CN(C)C(=O)Nc1ccc(C(F)(F)F)cc1)[C@@H](C)CN(Cc1ccccc1Cl)[C@@H](C)CO
 : x | 9 | 54 | -2 | -13 | -22 | 3 | 1
5) CCOc1ccccc1C1N=C(c2ccc(OC)cc2)CC(c2ccccc2O)N1 (stereo unspecified)
 : -107 | x | x | -12 | 2 | x | -94 | 7
6) C[C@H]1CN([C@@H](C)CO)C(=O)c2cc(NC(=O)CCC(F)(F)F)ccc2O[C@@H]1CN(C)Cc1ccc(-c2ccccc2)cc1
 : x | -3 | 4 | 3 | -21 | 38 | 17 | -3
7) Cc1ccc(NC(=O)c2oc3ccccc3c2COC(C)C)cc1S(=O)(=O)N1CCOCC1
 : 19 | 0 | -1 | -14 | -1 | 2 | 22 | -5
8) CN(C)c1ccc(/C=N/N2CCN(Cc3ccccc3Cl)CC2)cc1
 : -9 | 0 | 0 | -6 | 9 | -19 | -14 | 27
9) CCCn1nnc2c(=O)oc3ccccc3c21
 : 3 | x | x | x | 7 | 20 | 10 | 3
10) CC1CCN(c2c(NCc3ccc(C(=O)N4CCN(C5CCCCC5)CC4)cc3)c(=O)c2=O)CC1
 : 15 | 0 | 1 | -7 | x | -13 | -13 | 0
11) CN(C)CC#Cc1ccc([C@H]2[C@@H](CO)N3CCCCN(C(=O)CN(C)C)C[C@H]23)cc1
 : -39 | 1 | 2 | -3 | 11 | -17 | -2 | x
12) Cc1cc(Cl)ccc1OCC(=O)Nc1ccc2oc(=O)ccc2c1
 : 14 | -3 | 12 | x | 1 | 1 | -2 | -3
13) CN(CCc1ccccn1)C(=O)CCNC(=O)Cn1cnc2ccccc2c1=O
 : x | -1 | -1 | -6 | x | 8 | x | -3
14) COc1ccc(N2CC(C(=O)Nc3ccc4c(c3)OCO4)CC2=O)cc1 (stereo unspecified)
 : 2 | -2 | 2 | x | x | x | x | -5
15) [O-]/C(=C(\C(=S)Nc1cccc2ccccc12)[n+]1cccc(CO)c1)c1ccc(Cl)s1
 : -16 | x | x | x | 4 | -2 | -15 | 4
16) CCCCN1C(=O)C(=O)N(CC(=O)Nc2cc(S(=O)(=O)N(C)C)ccc2C)C1=O
 : -7 | 2 | 0 | x | 9 | 8 | 2 | 0
17) C[C@H]1CN([C@@H](C)CO)C(=O)Cc2cc(NS(=O)(=O)c3ccccc3)ccc2O[C@H]1CN(C)CC1CC1
 : 33 | -1 | -2 | 2 | 0 | -8 | 13 | -4
18) O=C(N[C@H]1CC[C@H](CCNS(=O)(=O)c2ccccc2Cl)O[C@@H]1CO)c1ccccc1
 : 3 | 0 | -1 | 3 | 0 | -3 | 1 | -4
19) CO[C@@H]1CN(C)C(=O)c2ccc(NS(C)(=O)=O)cc2OC[C@H](C)N(C(=O)C2CC2)C[C@@H]1C
 : -2 | -4 | 3 | 2 | -3 | 0 | -6 | -2
20) C[C@H](CO)N1C[C@H](C)[C@H](CN(C)S(=O)(=O)c2cn(C)cn2)Oc2c(NC(=O)c3cnccn3)cccc2C1=O
 : x | -1 | 1 | 0 | -1 | x | -13 | -1
21) COc1ccc(-c2ccc3c(c2)O[C@@H](CN(C)C(=O)Nc2ccccc2F)[C@H](C)CN([C@H](C)CO)S3(=O)=O)cc1
 : x | -1 | 0 | -2 | -5 | -31 | 3 | 16
22) O=C(COc1ccc2ccccc2c1Br)N1CCN(c2ccccn2)CC1
 : x | -2 | -2 | 2 | -19 | 33 | 11 | -9
23) O=C(Cn1nnc2ccccc2c1=O)N[C@@H](Cc1c[nH]c2ccccc12)C(=O)O
 : 4 | 1 | 0 | -3 | -2 | 12 | -17 | 23
24) CCN1CCN(c2ccc(S(=O)(=O)N3CCOCC3)cc2NC(=O)CCC(C)C)CC1
 : 3 | 0 | 0 | 0 | 2 | 5 | -7 | -5
25) COc1ccc(C(OC(=O)c2ccco2)C(=O)NC2CCCCC2)cc1 (stereo unspecified)
 : -8 | 3 | -2 | 9 | x | 6 | x | -8
26) CCOc1ccc(CNC(=O)C(C)n2ccc3cc(S(=O)(=O)N4CCCC4)ccc32)cc1 (stereo unspecified)
 : 20 | -5 | -4 | -12 | 7 | -10 | 6 | 0
27) CN1C(=O)C(CC(=O)Nc2ccc(F)cc2)N(CCCc2ccccc2)C1=S (stereo unspecified)
 : x | 8 | -5 | -13 | x | 17 | x | -16
28) Clc1nc(N2CCOCC2)ncc1Br
 : 7 | x | x | x | 5 | x | -15 | -2
29) COc1ccc(CCNC(=O)c2cccc(S(=O)(=O)N3CCCC3)c2)cc1OC
 : -8 | 0 | 2 | -12 | 3 | 0 | 13 | -14
30) C[C@@H]1CN([C@@H](C)CO)S(=O)(=O)c2ccc(-c3ccncc3)cc2O[C@H]1CN(C)Cc1ccccn1
 : -4 | -4 | -1 | 7 | 16 | -67 | 13 | -4

A different layout for part of the listing above.
21: COc1ccc(-c2ccc3c(c2)O[C@@H](CN(C)C(=O)Nc2ccccc2F)[C@H](C)CN([C@H](C)CO)S3(=O)=O)cc1
14: COc1ccc(N2CC(C(=O)Nc3ccc4c(c3)OCO4)CC2=O)cc1 (stereo unspecified)
Screen / compound no.	21	14
PAX8 reporter	x	2
PglD inh	-1	-2
Cneo AK release	0	2
PGC1a acetyl inh	-2	x
INS-1E GSIS act	-5	x
Statin myotox sup	-31	x
LGR2 inh	3	x
ARNT TACC3 PPI	16	-5

Later entries.
Order of values – PAX8 reporter | PglD inh | Cneo AK release | PGC1a acetyl inh | INS-1E GSIS act | Statin myotox sup | LGR2 inh | ARNT TACC3 PPI
31) CC(C)c1cn(CC[C@@H]2CC[C@@H](NS(=O)(=O)c3ccc(F)cc3)[C@H](CO)O2)nn1
 : 15 | -1 | 0 | -5 | 6 | -4 | -1 | x
32) COc1cc(OC)cc(C(=O)N2CCN(c3ccccc3F)CC2)c1
 : x | 6 | 1 | 9 | x | 9 | x | -5
33) COc1cccc(S(=O)(=O)N2CC[C@@H]3[C@H]2c2cc(C#Cc4cccnc4)ccc2N(C)[C@H]3CO)c1
 : 13 | 10 | 0 | 3 | -38 | -30 | 4 | 4
34) CC1(c2nnc(-c3cccc(Cl)c3)o2)CC(c2ccc(F)cc2)=NO1 (stereo unspecified)
 : -104 | 4 | 2 | 4 | x | x | x | 1
35) Cc1ccc(S(=O)(=O)N(C)C[C@@H]2Oc3c(NS(=O)(=O)c4cn(C)cn4)cccc3C(=O)N([C@H](C)CO)C[C@@H]2C)cc1
 : -3 | x | x | 16 | 5 | x | 2 | x
36) O=C(NC(NC(=S)Nc1cc(Cl)ccc1Cl)C(Cl)(Cl)Cl)c1ccco1 (stereo unspecified)
 : x | -1 | -1 | 3 | -25 | -6 | -1 | 4
37) Cc1ccc(C(=O)CN2CCC(NC(=O)C3CCCCC3)CC2)cc1
 : x | -1 | -1 | 3 | x | -3 | x | -3
38) CNC[C@@H]1Oc2c(NC(=O)C3CC3)cccc2C(=O)N([C@@H](C)CO)C[C@H]1C
 : -21 | x | x | -1 | 3 | 17 | -1 | x
39) O=C(c1ccco1)N(Cc1ccco1)c1ccc(O)cc1
 : x | 5 | -1 | -1 | x | 118* | x | 3
40) Cc1nnc(SCC(=O)Nc2cc(S(=O)(=O)N3CCCC3)ccc2Cl)s1
 : -2 | -2 | 1 | -10 | 20 | -4 | -1 | -7
41) O=C(c1ccccc1F)N1CCN(c2ccc([N+](=O)[O-])c3ncccc23)CC1
 : -2 | x | x | x | 13 | x | -8 | 2
42) C[C@H]1CN([C@@H](C)CO)C(=O)c2cc(NS(C)(=O)=O)ccc2O[C@@H]1CN(C)Cc1ccc(C(F)(F)F)cc1
 : -5 | 3 | -6 | -13 | 6 | -24 | 4 | 11
43) COc1cccc(NC(=O)C2CCC(CNC(=O)[C@@H]3Cc4ccccc4CN3)CC2)c1 (stereo partly specified)
 : 1 | -2 | -1 | -3 | 39 | -18 | -15 | -8
44) O=C(NCCOc1ccccc1)c1ccc2c(c1)S(=O)(=O)c1cc(Cl)ccc1C2=O
 : -7 | 0 | 0 | x | x | 20 | x | 3
45) CC(C)OC(=O)Cn1cc(C#N)c2ccccc21
 : 5 | x | x | 9 | -9 | x | 11 | 0
46) O=C(C[C@@H]1C[C@H]2c3cc(NC(=O)C4CCC4)ccc3O[C@H]2[C@@H](CO)O1)NCc1ccc(Cl)cc1
 : -3 | -2 | 1 | 0 | 24 | 4 | 2 | 0
47) Cc1c(Cl)ccc(S(=O)(=O)N2CCN(C)CC2)c1Cl
 : -11 | -2 | -1 | 0 | -1 | -4 | -7 | x
48) Cc1ccc(S(=O)(=O)N(C)C[C@H]2Oc3ccc(NS(=O)(=O)c4cccs4)cc3C(=O)N([C@H](C)CO)C[C@@H]2C)cc1
 : -51 | 1 | -2 | 12 | -3 | 11 | -5 | -13
49) Cc1cc(=O)[nH]c(N/N=C/c2cc(C)n(-c3ccccc3)c2C)n1
 : -97 | -3 | -2 | 0 | 14 | -2 | -8 | 15
50) COC(=O)c1ccc2nc(-c3ccco3)c(Cc3ccccc3)n2c1
 : 7 | -6 | 0 | -3 | x | 83* | -11 | x
51) Cc1ccc([C@H]2C(C(=O)O)=C[C@@H](CC3CCCC3)N2S(=O)(=O)c2ccc(C)cc2)cc1
 : 19 | -8 | -2 | 6 | -34 | 16 | 2 | -1
52) COc1cccc(/C=C2\SC(=S)N(N3C(=O)CCCC3=O)C2=O)c1
 : -3 | -4 | 0 | 3 | -2 | -8 | -35 | -4
53) COc1ccccc1/C=N/NC(=O)c1ccc2c(c1)OCO2
 : -27 | 3 | -2 | 2 | -9 | -2 | -13 | -17
54) CCOc1ccc2c(c1)C(=NNC(=O)c1ccncc1)c1cc(OCC)ccc1-2
 : -38 | 3 | 4 | -2 | 20 | -28 | -43 | 6
55) Cc1nc(C)c(C(=O)OC(C)C(=O)Nc2ccc(F)cc2)s1 (stereo unspecified)
 : 6 | 4 | -1 | x | 12 | 8 | 7 | -1
56) CN(C)CCCNC(=O)C[C@@H]1CC[C@@H]2[C@@H](COc3ccc(NC(=O)c4ccccc4F)cc3C(=O)N2C)O1
 : -24 | 0 | -3 | -3 | 16 | -16 | -10 | -8
57) C[C@@H]1CN([C@@H](C)CO)C(=O)CCCn2nncc2CO[C@@H]1CN(C)Cc1ccc2c(c1)OCCN2C
 : -34 | 2 | -3 | -1 | 3 | -22 | -7 | 4
58) CCOC(=O)C[C@H]1c2ccccc2S(=O)(=O)N1Cc1ccc(Cl)cc1
 : -18 | 1 | 0 | 2 | -19 | 11 | 1 | -2
59) Cc1cc(C)cc(-c2nnc(SCC(=O)Nc3cc(C)on3)o2)c1
 : -12 | -6 | 0 | 4 | 18 | -15 | -1 | 39
60) Cc1cc(C)c(C#N)c(Oc2ccc(F)cc2)n1
 : x | x | x | 1 | 9 | -6 | 5 | 2
61) COc1ccc(CSc2nc3ccccc3c(=O)[nH]2)cc1F
 : -13 | x | x | x | -5 | x | -2 | -1
62) C[C@@H]1CN([C@H](C)CO)C(=O)c2cc(NS(C)(=O)=O)ccc2O[C@@H]1CN(C)CC1CCCCC1
 : 1 | 6 | -1 | -2 | 9 | 24 | 11 | x

Down the list, from the results shown:
Compounds 55–61 in PAX8 reporter read 6, -24, -34, -18, -12, x, -13

Compounds were not picked by outcome. Share with any hit: about 2.9%.
